Screening data: PubChem BioAssay, National Center for Advancing Translational Sciences (NCATS)
KCNH2 3.1 block: qHTS for Inhibitors of KCHN2 3.1: Mutant qHTS; activity change, % (tested at about 1.8 µM); Potassium voltage-gated channel subfamily H member 2, brain isoform KCNH2 3.1 (human); U2OS KCNH2 3.1, thallium flux FluxOr; stronger effect = lower value; AID 720553, 2013; actives 0.95% (n = 340,000);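 active = maximum activity change below -70%; inconclusive = maximum activity change from -70% to -50%; inactive = maximum activity change above -50%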;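 note: thallium influx rate constant from kinetic fluorescence after stimulation buffer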
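Thallium flux via FluxOr fluorescence (Red40 quencher, 45 min loading) in U2OS cells virally expressing the KCNH2 3.1 isoform (1.77 x 10^8 /mL virus, overnight at 37 C). Rate constants from 2-min kinetic reads post-stimulation, normalised to positive and negative controls.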
hERG WT inh: qHTS for Inhibitors of KCHN2 3.1: Wildtype qHTS; AID 720551, 2013; Voltage-gated inwardly rectifying potassium channel KCNH2 (Homo sapiens), Q12809; activity change, % at 1.84 µM; actives 0.37% (n = 340,000); U2OS, BacMam KCNH2, thallium flux FluxOr; stronger effect = lower value;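 active = maximum activity change below -70%; inconclusive = maximum activity change between -70% and -50%; inactive = maximum activity change above -50%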
Target sequence (Q12809 whole entry, looked up): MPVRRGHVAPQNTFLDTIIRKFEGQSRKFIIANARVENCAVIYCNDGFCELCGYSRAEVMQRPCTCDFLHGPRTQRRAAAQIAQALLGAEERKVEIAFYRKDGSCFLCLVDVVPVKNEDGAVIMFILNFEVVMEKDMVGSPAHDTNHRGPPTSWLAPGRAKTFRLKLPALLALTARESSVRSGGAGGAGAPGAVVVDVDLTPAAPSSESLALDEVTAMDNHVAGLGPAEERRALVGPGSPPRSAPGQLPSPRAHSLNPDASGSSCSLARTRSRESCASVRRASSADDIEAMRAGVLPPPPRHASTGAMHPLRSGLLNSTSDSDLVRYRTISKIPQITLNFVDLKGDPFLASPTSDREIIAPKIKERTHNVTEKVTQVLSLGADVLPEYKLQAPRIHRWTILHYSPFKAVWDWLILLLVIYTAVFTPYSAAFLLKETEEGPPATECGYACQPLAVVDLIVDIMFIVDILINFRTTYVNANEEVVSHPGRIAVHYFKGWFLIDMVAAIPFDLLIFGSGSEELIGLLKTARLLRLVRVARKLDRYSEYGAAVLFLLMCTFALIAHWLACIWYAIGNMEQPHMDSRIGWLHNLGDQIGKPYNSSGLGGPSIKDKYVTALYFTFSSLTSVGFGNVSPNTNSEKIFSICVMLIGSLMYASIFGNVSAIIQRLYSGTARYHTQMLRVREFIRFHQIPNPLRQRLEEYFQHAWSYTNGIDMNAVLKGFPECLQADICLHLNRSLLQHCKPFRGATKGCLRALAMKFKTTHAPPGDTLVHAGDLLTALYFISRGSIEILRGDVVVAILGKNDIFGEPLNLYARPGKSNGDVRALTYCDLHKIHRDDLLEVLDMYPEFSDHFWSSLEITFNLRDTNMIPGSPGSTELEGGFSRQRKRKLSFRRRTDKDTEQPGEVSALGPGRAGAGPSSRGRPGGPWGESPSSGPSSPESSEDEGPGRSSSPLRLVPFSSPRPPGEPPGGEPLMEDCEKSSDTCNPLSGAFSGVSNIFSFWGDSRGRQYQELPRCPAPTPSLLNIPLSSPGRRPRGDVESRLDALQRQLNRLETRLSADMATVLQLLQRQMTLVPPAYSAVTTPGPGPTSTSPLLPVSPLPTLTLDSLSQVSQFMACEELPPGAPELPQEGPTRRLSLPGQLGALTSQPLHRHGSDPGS
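U2OS cells were transduced with wild-type KCNH2 virus (2.03 x 10^8 / mL) for 4 h at room temperature, then cultured overnight at 37 C. Thallium flux was read with FluxOr dye. Rate constants were normalized to DMSO controls.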
Giardia killer: Small Molecules that selectively kill Giardia lamblia: qHTS | activity change, % at 7.66 µM, hits read low | actives 0.15% (n = 340,000) | Giardia lamblia trophozoite viability | AID 540267, 2011; in the data active = activity change below about -80%; inconclusive = between about -30% and that limit;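 note: parasites exposed to compound for two days anaerobically before the ATP read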
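Killing of trophozoites was scored by loss of ATP luminescence after a 48 hrs anaerobic exposure to compounds at 37 deg C, using 100 cells per well.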
* hit, by the source's call; ? = inconclusive; [ ] = dose if it differs, or a comment. % is set by controls: 0 for no effect and ±100 for the full control effect. Some of the compounds tested; rates above refer to the full screens.

SMILES	KCNH2 3.1 block	hERG WT inh	Giardia killer
CC(NC(=O)CN1C(=O)NC2(CCCCC2)C1=O)c1ccc(S(N)(=O)=O)cc1 (stereo not drawn)	-21	-2	2
ON=C1c2ccccc2-c2ccc(O)cc21	15	-12	-26
C=C(CCO)C1=CCN(S(=O)C(C)(C)C)[C@@H]1CCO (stereo partly drawn)	-2	0	14
O=C(c1ccc2c3c(cccc13)CC2)N1CCN(c2ncccn2)CC1	-2	-2	-11
COc1cc(CNC(=O)c2ccc3c(c2)S(=O)(=O)c2ccccc2C3=O)cc(OC)c1	0	-10	14
CN(C)Cc1ccccc1CCc1ccccc1	-6	-4	3
O=C(NC(=S)Nc1cccc(NC(=S)NC(=O)c2ccccc2)c1)c1ccccc1	-5	-8	6
OCCN1CCSC1=S	9	-1	-16
COc1ccccc1-c1cccc([C@@H]2C[C@H]3[C@H](CON3C)CN2C)c1	-1	-1	-21
CC(C=NNC(=O)C(=O)NN=CC(C)=Cc1ccccc1)=Cc1ccccc1	-25	-5	7
Clc1ccc(SCc2cc(Cl)nc(-c3ccccc3)n2)cc1	3	0	-17
CC(=NNC(=S)N1CCN(c2ccccn2)CC1)c1ccccn1	-28	45	-21
COc1ccc(NC(=O)CCN(c2ccc(OC)cc2)S(=O)(=O)c2ccc(C)c(C)c2)cc1	-33	4	-22
COc1ccc(C2c3c(oc4ccccc4c3=O)C(=O)N2Cc2ccncc2)cc1OC (stereo not drawn)	-6	4	8
O=C(Cc1cccc(NC(=O)C2CCN(C(=O)C3CCC3)CC2)c1)Nc1cccc(C(=O)N2CCCCC2)c1	-7	-7	12
CN(C(=O)c1ccc(NC(=O)Cc2ccc(NC(=O)C3CCCN(C(=O)CCc4ccccc4)C3)cc2)cc1)C1CCCC1 (stereo not drawn)	-1	-6	11
CC1CCN(Cc2nc3c(c(=O)n(C)c(=O)n3C)n2CCc2ccccc2)CC1	-8	6	19
CC(C)(C)S(=O)(=O)N1Cc2ccc(CO)cc2[C@@H]1CCO	-4	1	5
O=C(O)c1cc(N2CCCC2)ccn1	7	1	9
O=C1C[C@@H](c2ccccc2)Oc2cc(O)cc(O)c21	-7	3	?

The last three records of the part above come first, to join the parts:
SMILES	KCNH2 3.1 block	hERG WT inh	Giardia killer
CC(C)(C)S(=O)(=O)N1Cc2ccc(CO)cc2[C@@H]1CCO	-4	1	5
O=C(O)c1cc(N2CCCC2)ccn1	7	1	9
O=C1C[C@@H](c2ccccc2)Oc2cc(O)cc(O)c21	-7	3	?
O=C(O)CC1(CC(=O)Nc2nccs2)CCCCC1	-3	-1	18
O=C(NCC1CC1)c1ccc2c3n(nc2c1)-c1ccc(Cl)cc1CO3	22	-3	-4
O=CNc1c(Br)cc2c(c1Br)Cc1cc(Br)ccc1-2	0	-15	5
O=c1cc(-c2ccco2)oc2ccccc12	6	2	19
Cn1c(N)c(C(C[N+](=O)[O-])c2ccccc2Cl)c(=O)n(C)c1=O (stereo not drawn)	-29	4	7
N#CC1c2ccccc2C=CN1C(=O)N(c1ccccc1)c1ccccc1 (stereo not drawn)	-4	-3	-14
Cc1cc(C)c2c3c(c(-c4ccccc4)n2n1)c(=O)n(C)c(=O)n3C	-4	-12	-15
CC(C)(C)OC(=O)N(Cc1ccccc1)Cc1ccc(OCc2cccc(NC(=O)c3ccccc3)c2)cc1	2	-1	5
Cc1ccc(CNC(=O)CN(C)S(=O)(=O)c2ccc(F)cc2)cc1	21	1	-2
CC(NNC(=S)N1CCN(c2ccccn2)CC1)c1nccc2ccccc12 (stereo not drawn)	-13	14	-11
O=S(=O)(c1ccc(Br)cc1F)N1CCC(O)CC1	-6	-14	5
Cc1noc(/C=C/N(C)C)c1S(=O)(=O)N1CCCC(C(=O)N2CCc3ccccc32)C1 (stereo not drawn)	-26	4	-19
O=C(Nc1nccs1)OCc1ccccc1	-7	-15	-12
CC(=O)N1CCc2cc([N+](=O)[O-])ccc21	13	9	0
O=[N+]([O-])c1ccc(NN=C2CCCCC2)c([N+](=O)[O-])c1	-38	-3	-13
O=C(OCc1ccccc1)N1CCC2CC1c1cc(N3CCOCC3)ccc12 (stereo not drawn)	-2	2	5
CC(=O)C[C@H]1c2cc(F)ccc2S(=O)(=O)N1c1ccc(N(C)C)cc1	-9	-13	-7
O=C(Nc1ccccc1-c1nnn(CC(=O)N2CCCc3ccccc32)n1)c1cccc(Cl)c1	-20	3	7
CCCCCCCCNS(=O)(=O)CCNCc1ccc(OC)cc1	-5	2	6
O=[N+]([O-])c1ccc(NC2CCCCC2)nc1	-1	-3	23
Cc1ccc(C(=O)NCC(c2ccc(F)cc2)N2CCOCC2)cc1S(=O)(=O)N1CCOCC1 (stereo not drawn)	0	-9	16
CC(=O)N1CCN(C(=O)c2cc3c(s2)CCCC3)CC1	7	-38	-6
Nc1nccc(SCc2ccccc2)n1	10	0	-7
COc1ccc(CCC(=O)N/N=C/c2ccc3c(c2)OCO3)cc1	-7	2	5
CC(=O)c1nn(-c2ccc(Cl)cc2)cc1C(=O)c1ccc(C)cc1	-6	3	17
CCc1nc(SCc2nnc(-c3ccc(C)cc3)o2)c2c(C)c(C)sc2n1	12	2	2
COC(=O)C1=C(N)Oc2cc(C)n(Cc3ccncc3)c(=O)c2C1c1cccnc1 (stereo not drawn)	-4	-3	-9
Cc1[nH]c(=O)n(C(C)C)c(=O)c1Br	-1	-1	-5
COc1ccc(C(CNC(=O)CCNS(=O)(=O)c2ccccc2C(F)(F)F)N2CCOCC2)cc1 (stereo not drawn)	16	0	-6
O=C1[C@H]2[C@H](C=CC[C@H]2C(=O)N2CCN(c3ccccc3)CC2)CCN1Cc1ccc(Cl)c(Cl)c1	5	6	-4
COc1ccc(C=NNC(=O)CCCC(=O)NN=Cc2ccc(OC)c(O)c2)cc1O	3	-10	16
O=C(Nc1ccc(S(=O)(=O)N2CCCC2)cc1)c1ccc(F)cc1	7	-1	18
CCCc1cc(-n2ccnc2C)n2c(nc3ccccc32)c1C#N	-2	14	1
Clc1ccc(C2Nc3cccc4cccc(c34)N2)c(Cl)c1	-32	-8	0
O=C(O)c1cccc(C(=O)c2cccc3ccccc23)c1	12	5	5
CN(C)C(=S)N=c1ssc(=S)n1Cc1ccccc1	8	4	-4
CCOC(=O)C1=C(COC(=O)c2ccc(OC)c(S(=O)(=O)N3CCOCC3)c2)NC(=O)NC1C (stereo not drawn)	-15	-7	-10
C1=CC2=NC34CCCCC3CC3=C(CCCC3)N4C2=CC1=NC1CCCCC1 (stereo not drawn)	-16	-10	-23
O=[N+]([O-])c1cc(C=NN2CCCCCC2)ccc1Cl	3	-11	-4
O=C1CSc2ccccc2N1	-3	-4	0
Nc1ccc2[nH]c(=S)[nH]c2c1	0	-1	-4
Nc1cccc(Oc2ccc3c(c2)C(=O)N(CCO)C3=O)c1	-2	-7	3
COc1ccc(/C(C)=N/Nc2nc(C)cc(-c3ccccc3)n2)cc1	-15	-3	-1
S=c1[nH]nc(-c2ccco2)n1-c1ccc(Br)cc1	-6	0	5
COc1ccc(C(=O)Nc2ccc(O)c3ccccc23)cc1	38	-1	5
CN(C=O)c1ccc(CSc2ccccc2)cc1	0	9	2
c1ccc2nc3c(ccc4ccccc43)cc2c1	-14	-9	1
C=CCOc1ccc(C=CC(=O)c2c(O)c(OC)c(OC)c(OC)c2OC)cc1	-10	24	8
O=S(=O)(Nc1ccc2ccccc2c1)N1CCCCC1	-23	-4	6
C=CCCC1CN(Cc2ccco2)S(=O)(=O)c2c(F)cccc2O1 (stereo not drawn)	-13	-4	6
Cc1cc(C)c(C=NNc2nc3c([nH]2)c(=O)n(C)c(=O)n3C)c(C)c1	-1	-6	3
COc1ccc(C2C3=C(CC(C)(C)CC3=O)Oc3ncn4nc(-c5ccccc5)nc4c32)cc1 (stereo not drawn)	-5	0	-14
CN(C(=O)COC(=O)COc1ccc(N(C)S(=O)(=O)c2ccc(Cl)cc2)cc1)c1ccccc1	-33	43	1
CC(=O)n1cc([C@@H]2C=C(C(=O)N3CCN(C)CC3)O[C@H](OCc3ccc(CO)cc3)C2)c2ccccc21	11	2	-11
COc1ccccc1C(=O)Nc1ccccc1C(=O)Nc1ccccc1	11	2	-3
CCN(c1ccccc1)S(=O)(=O)c1cc(C(=O)NCC(c2ccc(OC)cc2)N(C)C)ccc1C (stereo not drawn)	-12	18	4
Cc1cccc(NC(=O)CSCC(=O)N(C)Cc2ccc3c(c2)OCCO3)c1	-6	7	-7
Cc1c(NC(=O)CC2CC(C)OC2=O)c(=O)n(-c2ccccc2)n1C (stereo not drawn)	2	-3	-4
Cc1c2c(cc3c1[nH]c1ccccc13)C=NCC2	-1	3	1
COc1ccc(N(C)S(=O)(=O)c2cccc(C(=O)N3CCN(c4cccc(C)c4C)CC3)c2)cc1	7	-1	-30

Entries of single compounds, looked up by structure:
Cc1cc(C)c(C=NNc2nc3c([nH]2)c(=O)n(C)c(=O)n3C)c(C)c1 is listed with KCNH2 3.1 block = -1; hERG WT inh = -6; Giardia killer = 3
C=CCCC1CN(Cc2ccco2)S(=O)(=O)c2c(F)cccc2O1 (stereo not drawn) is listed with KCNH2 3.1 block = -13; hERG WT inh = -4; Giardia killer = 6
COc1ccc(C(=O)Nc2ccc(O)c3ccccc23)cc1 is listed with KCNH2 3.1 block = 38; hERG WT inh = -1; Giardia killer = 5

Going on with the list:
SMILES	KCNH2 3.1 block	hERG WT inh	Giardia killer
COc1ccc(S(=O)(=O)N2CCOCC2)cc1NC(=O)c1ccc(S(=O)(=O)N2CCCCC2)cc1	-24	3	12
Clc1cccc(OCCOCCN2CCNCC2)c1Cl	4	7	8
COc1ccc(/C=N/NC(=O)c2cc(-c3cccc(C)c3)nc3ccccc23)cc1O	1	0	4
O=C1C(=Cc2cccs2)Oc2ccccc21	13	4	16
O=C1NC(=O)C(Cc2ccc(Cl)cc2)(c2ccccc2)N1 (stereo not drawn)	14	5	6
OC(c1ccccc1)C(O)C(c1ccccc1)N1CCCCC1 (stereo not drawn)	10	-3	-1
NC(=O)C1CCN(C(=O)C2CCC(=O)N(Cc3ccc(Cl)cc3)C2)CC1 (stereo not drawn)	6	-10	5
COC1Cc2ccccc2N(C(N)=O)c2ccccc21 (stereo not drawn)	5	4	7
Cc1ccc(NC(=O)c2ncn(CCCNCc3ccccn3)n2)cc1C	-38	17	5
Cc1ccc(C2=NOC(c3nnc(-c4ccccc4)o3)C2)cc1 (stereo not drawn)	5	-17	14
CCCCCCCCCCCCN1[C@@H](CC(=O)O)c2cc(C(F)(F)F)ccc2S1(=O)=O	8	-12	1
O=C(c1ccc(F)cc1)C1CCN(Cc2ccccc2)CC1	-21	62	13
O=C1C=C(c2cc3ccccc3s2)CCC1	20	-2	11
Cn1c(-c2ccccc2Br)n[nH]c1=S	-3	2	8
Cc1cccc(NC(=O)CSCC(=O)Nc2ccc(N3CCOCC3)cc2N2CCOCC2)c1	5	5	3
COc1ccc(B(O)O)c(CN2CCN(C(=O)OC(C)(C)C)CC2)c1	3	2	-19
O=C(O)c1ccc2ccc3ccccc3c2c1	10	1	-16
COC(=O)c1ccc2c(c1C(=O)OC)CN(S(=O)(=O)C(C)(C)C)[C@H]2CCO	-2	-3	12
CCOC(=O)C1CN(Cc2ccccc2)C(=O)C1=O (stereo not drawn)	2	2	40[activator]
CN(c1ccccc1)c1cc(Br)nc(Br)c1	-1	-3	-1

Molecules from the list above that have a furan ring, fused or not (3):
SMILES	KCNH2 3.1 block	hERG WT inh	Giardia killer
O=c1cc(-c2ccco2)oc2ccccc12	6	2	19
S=c1[nH]nc(-c2ccco2)n1-c1ccc(Br)cc1	-6	0	5
C=CCCC1CN(Cc2ccco2)S(=O)(=O)c2c(F)cccc2O1 (stereo not drawn)	-13	-4	6

(more compounds)
SMILES	KCNH2 3.1 block	hERG WT inh	Giardia killer
COCCN(C(=O)COC(=O)C(C)(C)Oc1ccc(Cl)cc1)c1c(N)n(Cc2ccccc2)c(=O)[nH]c1=O	-4	1	-4
CN1CCN(c2ccc3c(c2)C2CC3CCN2C(=O)OCc2ccccc2)CC1 (stereo not drawn)	1	8	15
Cc1cc(Br)cc(C=Nc2ccc(N3CCOCC3)cc2)c1O	17	0	3
O=C1NC2c3c(Cl)sc(Cl)c3C(=O)C2O1 (stereo not drawn)	5	-2	30[activator]
COc1cc(NC(=O)c2cc(OC)c(OC)c(OC)c2)c2ncccc2c1	9	-1	?
c1ccc(C(=NNc2nc3ccccc3s2)c2ccccn2)cc1	-15	-34	14
O=C(Nc1ccccc1F)C1CCCC1	-8	1	-1
CCOc1ccccc1C=NNC(=O)c1cccc2ccccc12	-7	7	0
CN(CCc1ccccc1)C(=O)c1ccc(NC(=O)Cc2ccc(NC(=O)C3CCCN(C(=O)CCc4ccccc4)C3)cc2)cc1 (stereo not drawn)	0	-10	34[activator]
